Mtb UGM inh – blocks M. tuberculosis UGM enzyme. P9WIQ1. purified UGM, fluorescence polarization probe displacement. inhibition, % at 10 µM. 320,000 compounds, 0.06% hits. AID 504406; in the data active = inhibition above about 10%, passing the limit was not always enough; inconclusive = no clear call, values can overlap the other calls
Target sequence (P9WIQ1 whole entry, looked up): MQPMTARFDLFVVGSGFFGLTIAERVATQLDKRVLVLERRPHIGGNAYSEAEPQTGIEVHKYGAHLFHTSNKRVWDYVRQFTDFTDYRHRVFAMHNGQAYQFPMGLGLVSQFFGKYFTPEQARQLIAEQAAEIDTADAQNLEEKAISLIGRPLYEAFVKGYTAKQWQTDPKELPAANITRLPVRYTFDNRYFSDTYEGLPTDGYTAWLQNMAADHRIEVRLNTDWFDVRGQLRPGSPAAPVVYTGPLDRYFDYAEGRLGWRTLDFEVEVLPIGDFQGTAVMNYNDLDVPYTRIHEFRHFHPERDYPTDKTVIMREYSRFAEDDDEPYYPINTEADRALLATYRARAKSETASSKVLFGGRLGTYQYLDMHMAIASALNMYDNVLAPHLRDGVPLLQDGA
Y pestis TopoI – inhibitors of Yersinia pestis topoisomerase I; Y. pestis Topo-I cleavage product accumulation, plate reader; activity, % at 10 µM; 360,000 compounds, 0.064% hits; AID 504884; in the data active = activity above about 50%, passing the limit was not always enough; inconclusive = no clear call, values can overlap the other calls; also: inactives centre near 2
FadD28 binding – M. tuberculosis FadD28 bisubstrate binding inhibition; 360,000 compounds, 0.22% hits; AID 588549; FadD28 bisubstrate probe binding, fluorescence polarization; inhibition, % at 12.5 µM; in the data active = inhibition above about 8.5%, passing the limit was not always enough; inconclusive = no clear call, values can overlap the other calls
FBA Mtb inh – inhibitors of M. tuberculosis fructose-bisphosphate aldolase. P9WQA3. purified M. tuberculosis FBA, fluorescence read-out. inhibition, % at 1 µM. 360,000 compounds, 2.3% hits. AID 588726; in the data active = inhibition above about 27%;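 also: 0% = vehicle and 100% = reference inhibitor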
Target sequence (P9WQA3 whole entry, looked up): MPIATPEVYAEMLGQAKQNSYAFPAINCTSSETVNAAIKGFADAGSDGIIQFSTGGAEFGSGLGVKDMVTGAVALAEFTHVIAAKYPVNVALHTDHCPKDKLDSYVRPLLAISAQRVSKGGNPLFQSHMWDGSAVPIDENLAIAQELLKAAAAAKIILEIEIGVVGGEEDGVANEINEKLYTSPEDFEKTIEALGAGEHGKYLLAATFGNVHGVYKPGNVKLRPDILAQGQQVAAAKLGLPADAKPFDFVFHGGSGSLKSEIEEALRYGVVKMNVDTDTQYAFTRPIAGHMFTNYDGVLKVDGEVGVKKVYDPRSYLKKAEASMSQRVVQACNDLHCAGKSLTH
GDH-TPI counter – inhibits GDH-TPI coupling enzymes, artifact for Mtb FBA screen | GDH-TPI coupled enzyme counterscreen, NADH absorbance | inhibition, % at 4.8 µM | 360,000 compounds, 1.2% hits | AID 588335; in the data active = inhibition above about 30%;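 also: 0% = DMSO wells and 100% = wells lacking the enzyme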
PfHsp40 rescue – compounds rescuing yeast from Plasmodium falciparum HSP40 toxicity. S. cerevisiae expressing PfHsp40, growth rescue, ATP luminescence. growth rescue, % at 12.5 µM. 340,000 compounds, 0.68% hits. AID 504582; in the data active = growth rescue above about 28%, passing the limit was not always enough; inconclusive = no clear call, values can overlap the other calls;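 also: yeast W303a lacking pdr1 and pdr3 grown in galactose medium; growth measured after three days at 30 °C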
BioA inh – blocks M. tuberculosis BioA enzyme activity | 360,000 compounds, 0.096% hits | inhibition, % at 9.99 µM | purified M. tuberculosis BioA enzyme, plate reader; in the data active = inhibition above about 40%; inconclusive = no clear call, values can overlap the other calls
TcdB inh – inhibitors of Clostridioides difficile toxin B glycohydrolase; P18177; TcdB glycohydrolase enzymatic assay, plate reader; inhibition, % at 9.99 µM; 350,000 compounds, 0.24% hits; in the data active = inhibition above about 10%
BH1578 lux ind – induces V. cholerae light production without autoinducers; V. cholerae BH1578 lux reporter, luminescence, 6 h; activation, % at 18.7 µM; 350,000 compounds, 0.16% hits; in the data active = activation mostly above about 9.7%, no sharp cut-off; inconclusive = no clear call, values can overlap the other calls; inactive = mostly below about 3.7%; also: not every result past the cut was called active; inactives centre near 0; reference of the scale not given here
Numbers without * were called inactive; i = inactive; u = inconclusive; x = not tested or not shown. An unsorted share of the library. About 4.6% of those tested had a hit in this group.

compound	Mtb UGM inh	Y pestis TopoI	FadD28 binding	FBA Mtb inh	GDH-TPI counter	PfHsp40 rescue	BioA inh	TcdB inh	BH1578 lux ind
CC(=O)c1sc(NC(=O)COc2ccc(C)c(C)c2)nc1C	0.1	-1	-3.0	3	9	-0.9	-0.8	-0.3	-1.0
O=C(Nc1ccon1)c1nc[nH]c1C(=O)NCc1ccccc1	-1.4	3	-3.9	-3	-5	-1.0	-0.1	0.6	i
NC(N)=NCCCS(=O)(=O)Nc1ccc(Nc2c3ccccc3nc3cc([N+](=O)[O-])ccc23)cc1	x	-70	-1.1	2	5	0.6	x	-14	i
Cc1nn(-c2ccccc2)c(Cl)c1/C=C1\C(=O)N(C)C(=S)N1C	-1.8	22	-6.2	-6	11	0.3	x	0.3	1.6
CCc1nnc(NC(=O)c2ccc(Cl)nc2)s1	2.6	7	-5.1	0	-2	0.6	1.3	5.2	-0.8
O=C(NC1CCCCC1)C(c1ccco1)N(C(=O)c1csnn1)c1ccc(Cl)cc1 (stereo unspecified)	-1.2	7	-3.0	-4	0	1.7	-0.4	-1.5	0.6
COc1cc(C)c(C#N)c(OC)n1	2.0	-1	-3.1	1	1	-0.1	-5.4	x	i
CCn1c(/C=C/c2c[nH]c3ccccc23)nc2ccccc2c1=O	-0.1	-17	-2.0	3	4	-0.4	x	1.9	-0.2
CC1CCN(c2nc3c(c(=O)[nH]c(=O)n3C)n2Cc2ccccc2Cl)CC1	x	14	0.7	1	8	0.1	-0.8	-0.6	-0.2
NNc1nc(-c2ccccc2Cl)nc2ccccc12	1.6	13	-4.1	0	7	0.4	0.4	-0.6	-0.4
CC(=O)Nc1ccc2c(CSc3nnc(-c4cccnc4)n3-c3ccc(C)cc3C)cc(=O)oc2c1	2.2	16	-4.7	9	24	0.6	x	x	-0.3
Cc1ccc2c(c1)nnn2C1CCN(S(C)(=O)=O)CC1	0.0	8	0.6	0	7	-1.6	x	x	i
Cc1ccc(S(=O)(=O)NC(=O)COc2ccccc2)cc1	1.1	-1	-0.4	-1	0	11	-1.3	0.8	i
COC(=O)CSc1nc(C2CC2)nc2ccccc12	-0.8	7	-0.6	2	2	0.3	3.0	0.8	i
Cc1nc(NC(=O)C2CC2)sc1C(=O)N(C)C	4.1	2	-4.6	-3	-4	0.4	-0.3	x	x
COC(=O)c1ccc(C)c(NC(=O)CSc2sc3c(O)cc(=O)[nH]c3c2C#N)c1	1.2	-1	-2.6	-2	8	0.1	-0.5	-4.3	-0.4
Cc1cccc(C2c3[nH]c4ccccc4c3CCN2Cc2ccc(C)s2)n1 (stereo unspecified)	0.7	3	-7.3	-2	-4	-0.5	x	1.5	0.3
O=C(NCc1ccco1)c1cc([N+](=O)[O-])ccc1N1CCCCC1	-0.6	-2	-2.4	-5	2	-1.0	4.0	1.5	i
COc1ccc(S(=O)(=O)N(C)C)cc1NC(=O)CSC(C)C(=O)Nc1cc(C)on1 (stereo unspecified)	-0.1	-4	0.1	1	4	0.1	-4.6	-0.1	i
Cc1nn(-c2ccccc2)c(C)c1C(=O)OCC(N)=O	2.6	0	-2.4	1	-7	-0.8	3.5	-1.8	-0.4
CCOc1ccc(NC(=S)N(CCc2c(C)[nH]c3ccc(C)cc23)Cc2cccnc2)cc1	1.6	2	0.1	2	-23	3.8	-1.2	0.7	3.3
CCOc1ccc(NC(=O)Cn2nnc(-c3ccccc3F)n2)cc1	2.4	4	-0.1	4	11	1.4	-0.7	x	-5.0
Cc1ccc(-n2cc(C(=O)c3ccccc3O)cn2)cc1	-0.4	0	-2.2	-9	13	0.3	1.8	x	i
Cc1ccc(S(=O)(=O)NCCCC(=O)N2CCC(C)CC2)cc1	-1.8	5	-0.8	1	2	-0.4	-0.3	-1.3	0.0
Nc1ncnc(Nc2ccccc2Cl)n1	0.8	-6	-2.7	1	0	-1.2	x	0.9	-0.6
COc1cc(NC(=O)c2ccc3c(c2)OCO3)c2ncccc2c1	-3.4	2	-1.7	-5	3	17	0.1	x	8.3
O=C(NNC(=O)C1CCCC1)c1ccccc1F	1.8	1	0.1	2	2	3.4	-0.5	0.5	-0.3
CC(=O)Nc1nc(C)c(C(C)C)s1	-0.1	-1	-3.2	5	0	1.3	x	0.6	-0.5
COc1cccc(-c2nc(NC(C)(C)C)c3ccccc3n2)c1O	0.5	-9	-1.8	-3	3	12	0.7	x	i
CC(NC(C(=O)c1ccccc1)c1ccccc1)c1ccccc1 (stereo unspecified)	x	27	-0.8	2	16	-2.3	-1.3	-1.3	0.8
CN(C)CCn1c(=O)n(Cc2ccccc2)c(=O)c2c3c(sc21)CCCCC3	-2.8	22	-1.5	1	3	-0.7	-0.3	1.1	-0.6
COc1cccc(NS(=O)(=O)c2ccc(OC)c(OC)c2)c1	-0.7	-7	-2.9	2	1	-0.9	-1.5	x	-1.4
CCCn1c2ccccc2c2nnc(SCc3[nH]c(=O)[nH]c3C(=O)CCCCC(=O)OCC)nc21	1.1	25	-0.8	-1	11	-0.2	x	x	i
O=C(COC(=O)C1CCN(S(=O)(=O)c2ccc(Cl)c(C(F)(F)F)c2)CC1)NCc1ccco1	0.1	-1	-2.3	2	4	-1.6	x	0.2	i
Cc1cccc(S(=O)(=O)NC(=O)C2(C)CCN2C(=O)Cc2ccc(C(C)(C)C)cc2)c1 (stereo unspecified)	x	2	-2.5	-3	4	x	-1.7	-5.8	-2.5
Cc1cccc(NC(=O)c2ccc3c(c2)C(=O)N(c2ccccc2C)C3=O)n1	2.2	-7	0.3	7	-1	-0.5	-1.8	-2.1	-0.7
NC(=O)CSc1nnc(COc2ccccc2)n1CCc1ccccc1	-0.8	14	0.7	1	-3	3.7	9.5	x	-6.2
Cc1cc(C(=O)N/N=C/c2ccc(N(C)C)cc2)c2ccccc2n1	-1.3	4	0.7	-3	30	0.4	x	0.2	-0.2
On1c(-c2ccccc2Cl)nc2ncccc21	-2.5	1	-3.0	-2	-7	0.2	1.0	0.7	-0.7
CCN(CC)C(=O)Nc1ccccc1C	-0.5	-3	-2.9	-1	-6	-0.2	-0.7	x	i
COC(CNC(=O)c1ccc2c(c1)ncn2-c1cccc(F)c1)OC	-6.0	-4	-1.5	-2	3	0.1	x	0.3	i
COCCN(C(=S)Nc1c(C)cccc1C)C(C)c1cccnc1 (stereo unspecified)	-0.2	-8	-5.8	2	-6	-1.5	0.1	1.1	-0.3
CC(=O)Nc1ccc(-c2ccnc3c2CC(C(=O)NC(C)C)O3)cc1 (stereo unspecified)	x	-5	-3.4	7	3	x	-1.5	-0.5	i
COc1ccccc1C(CNC(=O)COc1ccccc1C)N1CCCC1 (stereo unspecified)	-0.3	5	-1.7	4	8	x	x	0.5	i
Cc1ccc(NC(=O)C2CCN(S(=O)(=O)c3ccc4c(c3)NC(=O)C(C)S4)CC2)c(C)c1 (stereo unspecified)	2.3	29	-4.4	2	-10	0.9	4.1	-0.3	-0.3
COC(C[C@@H](O)CC(=O)[C@@H](C)OCc1ccccc1)OC	x	8	0.8	0	2	-0.4	0.1	-0.5	i
CCNC(=O)C1(C)CCCN(Cc2cccc3c2OCCO3)C1 (stereo unspecified)	x	3	0.6	-3	-2	x	-1.0	1.0	-0.3
CN(C)c1nc(Oc2ccc(OCCOc3ccccc3)nn2)nc(N(C)C)n1	1.0	7	-0.7	0	-2	0.1	-0.1	0.9	-0.2
COc1cc(SC)ccc1C(=O)Nc1ccc2c(c1)OCCO2	1.3	6	-0.9	-1	12	20	7.1	2.5	-6.5
COc1ccc(CSCC(=O)N/N=C/c2ccccc2OCc2ccccc2)cc1	-4.1	-5	-3.9	-5	-7	2.0	0.2	x	6.7
OCC(CO)(CO)NCc1ccc(-c2ccccc2)cc1	7.0	1	0.0	2	-6	-0.6	-1.3	x	3.8
CC(=O)Nc1ccc(S(=O)(=O)N2CCN3CCCC3C2)cc1 (stereo unspecified)	0.1	-6	0.6	6	16	-1.7	-0.5	-0.2	0.9
Cc1ccc(C)c(OCCn2ccnc2)c1	0.9	5	1.2	0	4	-0.6	-0.4	x	-1.1
CSc1ccccc1NC(=O)CN(C)CC(=O)Nc1ccc(Cl)cc1[N+](=O)[O-]	2.5	u	-0.4	-4	4	0.1	x	1.3	-0.3
Cc1ccc(NC(=O)Cc2nc(COC(=O)C(C)NS(=O)(=O)c3ccc(C)cc3)cs2)cc1 (stereo unspecified)	0.3	-7	0.2	4	9	-0.5	-5.2	0.6	i
N/C(=N\OC(=O)C1CCCCC1)c1cccnc1	0.5	0	-0.5	0	8	0.7	x	0.1	0.0
CCOC(=O)c1ccc(N2N=C(C)/C(=C/C=C/c3ccco3)C2=O)cc1	-0.9	-9	0.1	-1	9	0.0	-1.6	x	i
Cc1ccccc1N=C1Nc2ccccc2N[C@]12C[C@H]1CCC(=O)N3CC[C@@H](C2)[C@@H]13	x	2	-3.2	-1	7	-0.8	-1.5	0.9	i
Cc1csc(NC(=O)c2cc(-c3ccncc3)nc3ccccc23)n1	-0.5	7	1.6	3	-1	0.7	x	0.3	1.3
Cc1ccc(NC(=O)CN(C)C(=O)Cc2ccc(Cl)c(Cl)c2)cc1	0.7	-5	-0.3	0	-6	0.5	x	-1.3	-0.3

Additional structures.
compound	Mtb UGM inh	Y pestis TopoI	FadD28 binding	FBA Mtb inh	GDH-TPI counter	PfHsp40 rescue	BioA inh	TcdB inh	BH1578 lux ind
Cc1cc(C)c(S(=O)(=O)Nc2nccs2)c(C)c1	-2.4	-6	-2.4	-4	0	1.7	-1.4	1.3	-0.8
O=C(Nc1ccc(SC(F)(F)F)cc1)c1ccccn1	1.6	-5	-2.9	-2	-4	0.3	1.4	1.1	i
NS(=O)(=O)c1ccc(CCNC(=O)COC(=O)COc2cccc(C(F)(F)F)c2)cc1	0.5	1	-2.0	-1	5	-1.5	-1.2	-0.8	i
Nc1cc(-c2ccc(Br)cc2)nn1S(=O)(=O)c1ccccc1	1.3	6	-1.7	-1	18	1.7	0.0	1.8	-0.1
S=C(NCc1ccco1)Nc1ccc(Cl)cc1	-0.1	-4	-0.7	4	1	0.4	-0.7	1.3	0.8
O=C(Nc1ccccn1)c1ccc(S(=O)(=O)N2CCCCCC2)cc1	-2.5	6	-3.0	7	1	-0.2	x	0.4	i
COc1cccc(C2N(c3ccc(Cl)c(Cl)c3)C(=O)C3CCCN32)c1OC (stereo unspecified)	1.3	11	-4.6	0	2	0.0	1.0	x	-0.6
CC(C)(C)c1ccc(OCc2cnc(Cl)s2)cc1	-0.9	-3	-0.7	1	3	0.9	x	0.5	i
Cc1ccc(NC(=O)[C@H](NC(=O)[C@@H]2Cc3ccccc3CN2)c2ccccc2)cc1C	4.6	12	-2.2	1	1	0.6	-0.3	-0.9	-0.2
O=c1[nH]c(=O)n([C@H]2C[C@H](O)[C@@H](CO)O2)cc1Br	1.0	1	-0.4	0	3	-0.9	-1.1	-0.5	-0.4
O=C(C1CC1)N1CCN(C(c2ccccc2)c2ccccc2)CC1	-1.9	-1	-5.1	0	-11	-0.6	1.3	x	0.9
CCC(=O)N1C(C(=O)N2CCCC2)CSC1c1ccc(OC)cc1 (stereo unspecified)	-0.3	3	-0.9	0	0	-0.1	-0.9	0.9	-0.4
Nc1cc(=O)[nH]c(SCC(=O)Nc2ccc(Oc3ccccc3)cc2)n1	0.1	-1	-5.4	1	-7	0.8	-0.8	0.2	-0.6

Compound profiles, as listed above. Order of values: Mtb UGM inh	Y pestis TopoI	FadD28 binding	FBA Mtb inh	GDH-TPI counter	PfHsp40 rescue	BioA inh	TcdB inh	BH1578 lux ind
Record of `COCCN(C(=S)Nc1c(C)cccc1C)C(C)c1cccnc1` (stereo unspecified) → -0.2	-8	-5.8	2	-6	-1.5	0.1	1.1	-0.3
Record of `Cc1ccc(NC(=O)[C@H](NC(=O)[C@@H]2Cc3ccccc3CN2)c2ccccc2)cc1C` → 4.6	12	-2.2	1	1	0.6	-0.3	-0.9	-0.2
